From PubChem BioAssay
MC4R barr agon – activates human MC4R beta-arrestin recruitment; P32245; AID 540308; U2OS MC4R beta-arrestin complementation, luminescence; percent of melanotan II response, DMSO zero; activation, % at 8.9 µM; hit rate 0.98% among 360,000;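 active = activation above a per-plate cutoff, the mean activation of sample wells on that plate plus 3 SD, cut at about 8% in these data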
HTR2A ag – activates the mouse 5-HT2A serotonin receptor; hit rate 0.66% among 360,000; P35363; AID 624169; activation, % at 7.6 µM; CHO-K1 mHTR2A beta-arrestin complementation, luminescence; percent of 30 µM serotonin response;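 active = activation above a run cutoff, the mean activation of all tested compounds plus 3 SD, cut at about 14% in these data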;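 also: 0% = plate median of compound wells and 100% = 30 µM serotonin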
Target sequence (P35363 whole entry, looked up): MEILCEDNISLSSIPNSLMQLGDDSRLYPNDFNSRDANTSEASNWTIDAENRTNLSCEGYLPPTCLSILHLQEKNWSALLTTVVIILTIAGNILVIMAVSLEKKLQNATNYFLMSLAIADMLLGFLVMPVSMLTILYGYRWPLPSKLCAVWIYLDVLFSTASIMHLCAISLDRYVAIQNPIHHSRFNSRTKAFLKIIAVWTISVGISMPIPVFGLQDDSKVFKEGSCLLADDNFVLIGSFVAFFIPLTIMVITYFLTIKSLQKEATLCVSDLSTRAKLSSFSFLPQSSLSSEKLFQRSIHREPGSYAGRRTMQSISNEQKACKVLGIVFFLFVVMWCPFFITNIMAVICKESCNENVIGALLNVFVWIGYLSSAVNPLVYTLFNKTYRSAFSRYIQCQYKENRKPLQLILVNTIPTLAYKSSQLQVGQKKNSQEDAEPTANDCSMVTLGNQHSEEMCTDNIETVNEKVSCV
PDI inh – inhibitors of human protein disulfide isomerase; PDI insulin aggregation turbidity, A650, 90 min; AID 588391; hit rate 0.052% among 350,000; inhibition, % at 10 µM;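 active = mean inhibition across replicates of 30% or more, whatever share of single replicates reach that level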;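 also: absorbance from insulin aggregation driven by PDI reduction with DTT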
Target sequence (P07237 whole entry, looked up): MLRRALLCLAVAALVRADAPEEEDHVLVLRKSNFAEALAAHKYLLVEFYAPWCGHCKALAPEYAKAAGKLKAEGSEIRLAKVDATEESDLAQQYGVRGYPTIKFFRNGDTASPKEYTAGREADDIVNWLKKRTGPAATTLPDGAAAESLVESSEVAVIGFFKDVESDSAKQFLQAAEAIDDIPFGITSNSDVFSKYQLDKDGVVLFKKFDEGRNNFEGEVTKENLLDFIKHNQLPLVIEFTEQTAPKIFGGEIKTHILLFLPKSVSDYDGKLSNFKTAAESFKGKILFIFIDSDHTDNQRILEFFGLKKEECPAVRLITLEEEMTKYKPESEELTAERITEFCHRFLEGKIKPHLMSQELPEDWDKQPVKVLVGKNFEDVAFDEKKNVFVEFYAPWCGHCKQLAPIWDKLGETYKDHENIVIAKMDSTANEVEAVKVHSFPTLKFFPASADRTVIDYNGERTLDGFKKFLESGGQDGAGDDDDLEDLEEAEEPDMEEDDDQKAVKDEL
ABHD5 PLIN5 PPI – inhibitors of human ABHD5-perilipin-5 interaction. Q00G26+Q8WTS1. Split G. princeps luciferase complementation, luminescence, 4 h. inhibition, % at 4 µM. hit rate 0.78% among 360,000. AID 602281;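 active = inhibition above the mean inhibition across every tested compound plus 3 SD, cut at about 22% in these data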;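 also: 0% = DMSO only wells and the 100% control is not disclosed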
Exocytosis inh – lytic granule exocytosis inhibition. TALL-104 LAMP-1 surface exposure, flow cytometry; cells stimulated with thapsigargin and PMA. inhibition, % at 10 µM. hit rate 0.66% among 360,000. AID 651702;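 active = inhibition above about 55%, limit read from the data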
N-glyco inh – N-linked glycosylation inhibition; D54 ERlucT glycosylation luciferase reporter, 24 h; percent of 100 nM tunicamycin response; reporter increase, % at 12.5 µM; AID 588692; hit rate 0.23% among 360,000;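 active = mean luciferase reporter signal, scaled so untreated is 0 and the glycosylation-blocking control 100, at or above a set limit in every replicate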;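 also: luciferase carries N-glycosylation sites so blocking glycosylation raises the light; 0% = median of neutral control wells and 100% = median of 100 nM tunicamycin wells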
CaV13 FRET inh – Primary screen for inhibitors of IQ motif and Ca2+-dependent inactivation inhibitor domain binding in CACNA1D, Förster resonance energy transfer in living cells, … | HEK cells, CFP/YFP FRET ICDI-IQ, plate reader, 10 min; percent FRET-ratio fall versus neutral wells | inhibition, % at 12.3 µM | hit rate 0.098% among 340,000 | AID 743397;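 active = mean replicate inhibition of at least 30% and at least 1% of replicates passing that level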;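 also: 0% = median of the neutral control wells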
H9c2 protect – myocardial damage modulation in H9c2 cells | H9c2 cardiomyocytes, H2O2 injury protection, ATPLite, 2 h | protection from H2O2 cell death, % at 20 µM | hit rate 0.63% among 360,000 | AID 588492;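 active = compounds giving at least 50% protection of heart cells from peroxide-induced death in the single-dose screen, raw or plate-pattern-corrected value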;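 also: 0% = DMSO wells with peroxide and 100% = DMSO wells without peroxide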
ABCB6 inh 2 – inhibitors of human ABC transporter ABCB6; Q9NP58; hit rate 0.19% among 360,000; AID 602162; fluorescence ratio to DMSO, % at 10 µM; K562-ABCB6 porphyrin accumulation, flow cytometry, 1 h; stronger effect = lower value;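 active = fluorescence ratio to DMSO below 75%, the collection mean minus 3 SD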;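 also: signal is porphyrin accumulated inside mitochondria; 100% equals median channel fluorescence of DMSO control wells; lower ratio means ABCB6 inhibition with less porphyrin fluorescence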
MC4R antagonist – human MC4R antagonism in cAMP assay; MC4R-expressing cells, MTII-stimulated cAMP, LANCE TR-FRET; inhibition, % at 6.5 µM; hit rate 0.48% among 360,000;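 active = inhibition above its plate's cutoff, the mean of tested wells on that plate plus 3 SD, cut at about 29% in these data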;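 also: 0% = Melanotan II alone and 100% = Melanotan II plus saturating MCL0020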
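system = U2OS cells with stable human MC4R expression | also added = Melanotan II challenge after compound preincubation | dosing = one concentration, 6.5 µM nominal | incubation = compound 30 min, challenge 1 h, detection 1 h | measured by = TR-FRET with Eu-cAMP and labeled anti-cAMP, 671 nm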
Numbers without * were called inactive; · = no result given.

1. COCCCNC(=O)Cn1nc(-c2ccccc2OC)ccc1=O
2. CCN(CC)S(=O)(=O)c1ccc2c(c1)nc(SCc1nc3ccsc3c(=O)[nH]1)n2CC
3. Cc1nnnn1CC(=O)Nc1cccc([N+](=O)[O-])c1
4. COc1ccc(NC(=O)NCc2ccccn2)c(OC)c1
5. COCCCNC(=O)c1cc(S(=O)(=O)N2CCOCC2)ccc1SCc1cccc(OC)c1OC

assay / entry,1,2,3,4,5
MC4R barr agon,-0.4,-2.6,-1.0,-4.4,-2.0
HTR2A ag,8.6,-8.7,-0.5,9.9,1.5
PDI inh,2.0,2.4,2.0,9.5,2.9
ABHD5 PLIN5 PPI,-6.8,2.6,-1.5,-2.2,-1.9
Exocytosis inh,-3.6,-1.5,11.3,-1.6,-1.0
N-glyco inh,0.5,-0.8,1.0,0.2,0.9
CaV13 FRET inh,·,-5.6,-0.2,-5.1,1.4
H9c2 protect,1.5,10.3,2.0,3.1,1.7
ABCB6 inh 2,100.0,98.0,104.0,104.0,101.0
MC4R antagonist,4.2,5.5,-1.0,3.8,-0.7

Retrieved one by one from above:
4. COc1ccc(NC(=O)NCc2ccccn2)c(OC)c1
5. COCCCNC(=O)c1cc(S(=O)(=O)N2CCOCC2)ccc1SCc1cccc(OC)c1OC
2. CCN(CC)S(=O)(=O)c1ccc2c(c1)nc(SCc1nc3ccsc3c(=O)[nH]1)n2CC
3. Cc1nnnn1CC(=O)Nc1cccc([N+](=O)[O-])c1
1. COCCCNC(=O)Cn1nc(-c2ccccc2OC)ccc1=O

assay / entry,4,5,2,3,1
MC4R barr agon,-4.4,-2.0,-2.6,-1.0,-0.4
HTR2A ag,9.9,1.5,-8.7,-0.5,8.6
PDI inh,9.5,2.9,2.4,2.0,2.0
ABHD5 PLIN5 PPI,-2.2,-1.9,2.6,-1.5,-6.8
Exocytosis inh,-1.6,-1.0,-1.5,11.3,-3.6
N-glyco inh,0.2,0.9,-0.8,1.0,0.5
CaV13 FRET inh,-5.1,1.4,-5.6,-0.2,·
H9c2 protect,3.1,1.7,10.3,2.0,1.5
ABCB6 inh 2,104.0,101.0,98.0,104.0,100.0
MC4R antagonist,3.8,-0.7,5.5,-1.0,4.2

Additional records.
6. COc1ccc(Cl)cc1CN1CCOCC1
7. O=S(=O)(/N=C(/Nc1ccc(F)c(F)c1F)c1ccccc1)c1ccccc1
8. CC(C)(C)c1ccc(CNc2ccc([N+](=O)[O-])cn2)cc1
9. CCn1c(/C=C/c2ccc(F)cc2)nc2ccccc2c1=O
10. O=C(CSCc1ccccc1)NNC(=S)Nc1cccc(Cl)c1Cl

assay / entry,6,7,8,9,10
MC4R barr agon,-1.3,-1.9,6.4,0.8,-3.7
HTR2A ag,6.0,-2.6,1.5,-1.0,-1.4
PDI inh,-3.8,11.3,-3.1,-3.6,2.8
ABHD5 PLIN5 PPI,2.6,1.6,-4.8,0.1,-6.4
Exocytosis inh,1.4,1.1,-2.0,-9.6,-0.1
N-glyco inh,-1.8,1.4,-0.8,2.5,1.6
CaV13 FRET inh,-2.1,-4.8,-9.2,-6.5,·
H9c2 protect,3.6,0.5,-14.4,15.9,-28.3
ABCB6 inh 2,92.0,98.0,99.0,103.0,103.0
MC4R antagonist,-0.7,5.9,8.0,2.2,5.5

11. O=C(CCNS(=O)(=O)c1ccc2ccccc2c1)NCCOc1ccccc1
12. C=CCN(c1ccccc1)S(=O)(=O)c1cccc(C(=O)NCC2CCCO2)c1 (stereo unspecified)
13. COCc1nnc(NC(=O)CSc2ccccc2)s1
14. CN(C(=O)c1cccc(NC(=O)Cc2cccc(NC(=O)C3CCCN(C(=O)CCc4ccccc4)C3)c2)c1)C1CCC1 (stereo unspecified)
15. CCCCc1cc(=O)oc2cc(C)cc(OCC(=O)NC(Cc3ccc(Cl)cc3)C(=O)O)c12 (stereo unspecified)

assay / entry,11,12,13,14,15
MC4R barr agon,-3.2,-3.0,-1.0,1.4,-1.7
HTR2A ag,-2.9,-4.2,1.0,-3.4,1.0
PDI inh,-1.1,-5.4,7.4,-1.5,·
ABHD5 PLIN5 PPI,5.0,0.2,-0.1,0.5,-6.9
Exocytosis inh,9.4,0.2,5.4,-5.6,7.5
N-glyco inh,1.9,0.4,1.6,-1.5,3.2
CaV13 FRET inh,-4.4,-3.1,-4.5,-3.5,·
H9c2 protect,-4.4,3.0,7.5,-21.4,3.0
ABCB6 inh 2,96.0,98.0,100.0,102.0,101.0
MC4R antagonist,6.1,4.2,15.9,-2.7,9.4

16. CC(C)c1ccc2nc3sc(C(=O)N4CCc5ccccc5C4)c(N)c3cc2c1
17. O=C(O)COCCN1CCN([C@H](c2ccccc2)c2ccc(Cl)cc2)CC1
18. Cc1c(Br)c([N+](=O)[O-])nn1CC(=O)Nc1sc2c(c1C(=O)OC(C)C)CCCC2
19. Cc1ccc2c(CN3CCN(Cc4ccccc4)CC3)cc(=O)oc2c1C
20. N#Cc1cc(-c2ccccc2)nc(Oc2ccccc2)n1

assay / entry,16,17,18,19,20
MC4R barr agon,-1.4,-0.3,1.1,0.7,-2.3
HTR2A ag,-3.0,13.5,0.4,-11.8,-4.6
PDI inh,-2.7,-9.8,-6.3,3.5,-4.4
ABHD5 PLIN5 PPI,-7.0,-2.5,1.3,7.1,17.6
Exocytosis inh,5.5,-0.3,-0.3,39.8,3.4
N-glyco inh,-1.3,-0.2,0.5,-0.8,0.6
CaV13 FRET inh,-9.4,-5.0,-4.6,-2.8,4.4
H9c2 protect,-7.5,1.4,-5.2,-0.4,-6.9
ABCB6 inh 2,102.0,90.0,96.0,102.0,89.0
MC4R antagonist,4.8,2.1,7.2,4.5,6.6

21. CCn1c(SCC(=O)Nc2ccc(C(C)=O)cc2)nc2nc3c(cc2c1=O)CCCC3
22. CC(C)(OC(=O)c1ccc(C(F)(F)F)cc1)c1cc2ccccc2c(=O)o1
23. COc1ccc(C(=O)CNc2ccccc2C#N)cc1
24. Cc1cc(OCC(=O)OCC(=O)NC2CCS(=O)(=O)C2)ccc1Cl (stereo unspecified)
25. O=C1[C@@H]2[C@@H]3C[C@@H]([C@H]4ON=C(c5ccc(Cl)cc5)[C@@H]34)[C@@H]2C(=O)N1C1CCCCC1

assay / entry,21,22,23,24,25
MC4R barr agon,19.3*,2.0,8.3*,-0.6,0.8
HTR2A ag,0.9,-1.2,0.2,2.9,-2.0
PDI inh,3.7,-2.8,-4.9,4.7,9.7
ABHD5 PLIN5 PPI,-0.8,-2.9,-4.1,5.7,-4.0
Exocytosis inh,2.6,-1.5,14.9,11.4,-0.7
N-glyco inh,-0.6,-0.8,-0.4,0.2,-5.0
CaV13 FRET inh,-5.5,-11.3,0.4,-5.6,-4.9
H9c2 protect,-2.8,-11.8,-6.5,-0.1,-3.7
ABCB6 inh 2,93.0,98.0,102.0,98.0,94.0
MC4R antagonist,10.9,2.9,11.6,3.4,3.5

26. COCCCN1CCN(C2Cc3ccccc3Sc3ccc(Cl)cc32)CC1 (stereo unspecified)
27. Cc1ccc(-n2nc(C(=O)O)cc2-c2ccccc2Cl)cc1
28. O=Cc1cc2ccccc2nc1SCc1ccc(Cl)cc1
29. Cc1cccc(C)c1NC(=O)CN(C)CC(=O)N(C)CC(=O)Nc1ccccc1Br
30. CC(=O)Nc1ccc(/C=N\NC(=O)CNS(=O)(=O)c2ccc([N+](=O)[O-])cc2)cc1

assay / entry,26,27,28,29,30
MC4R barr agon,12.8*,-0.1,-1.2,-3.1,-1.8
HTR2A ag,-3.3,-4.4,-1.4,3.7,2.0
PDI inh,6.1,6.4,5.2,-5.5,-3.6
ABHD5 PLIN5 PPI,25.2*,3.9,-3.0,-2.2,0.8
Exocytosis inh,7.6,1.1,45.5,-1.6,2.7
N-glyco inh,-2.7,1.9,9.7,1.1,-0.2
CaV13 FRET inh,-5.3,-4.7,-7.1,-2.2,-1.6
H9c2 protect,3.0,-3.8,-9.9,4.4,11.8
ABCB6 inh 2,102.0,100.0,98.0,97.0,226.0
MC4R antagonist,2.9,-4.4,-31.1,18.0,-1.1

31. O=C(Nc1cc(C2CC2)nn1-c1ccccc1)c1ccc(F)cc1
32. CCc1c(C)nc2ccc(Br)cc2c1Cl
33. CSc1nc(N)c2cn[nH]c2n1
34. O=C(CS(=O)(=O)c1ccccc1)Nc1nc(-c2ccccc2)cs1
35. CCCCCCCn1c(=N)n(CC(O)c2ccco2)c2ccccc21 (stereo unspecified)

assay / entry,31,32,33,34,35
MC4R barr agon,-1.1,-0.6,-0.1,-2.9,4.2
HTR2A ag,-2.1,0.5,3.5,2.0,-8.0
PDI inh,1.9,1.6,-62.3,-2.3,-3.9
ABHD5 PLIN5 PPI,1.7,-2.1,7.3,-6.4,15.0
Exocytosis inh,11.9,-4.0,-1.1,1.4,0.6
N-glyco inh,0.5,-0.3,2.2,1.7,-1.9
CaV13 FRET inh,-10.7,0.0,-5.2,·,-14.6
H9c2 protect,7.3,-8.0,8.1,7.7,-11.0
ABCB6 inh 2,95.0,105.0,101.0,100.0,123.0
MC4R antagonist,6.3,7.2,-2.7,2.9,-5.3

36. CC(C)C(=O)Nc1ccc(Sc2ccc(F)cc2)cc1
37. C#CC(=O)N(c1ccc(OC)cc1OC)C(C(=O)NC1CCCC1)c1cccs1 (stereo unspecified)
38. COc1ccc(-c2nnn(CC(=O)NCc3ccccc3)n2)cc1OC
39. CCN(C1CCCCC1)S(=O)(=O)c1cn(C)c(=O)n(C)c1=O
40. O=c1[nH]c(CSc2ccccn2)nc2c1cnn2-c1ccccc1

assay / entry,36,37,38,39,40
MC4R barr agon,-1.0,9.0*,-0.6,0.2,-1.4
HTR2A ag,-4.2,-5.3,-0.1,6.1,-5.2
PDI inh,-12.8,15.1,2.4,·,2.3
ABHD5 PLIN5 PPI,-6.5,27.7*,-6.9,3.8,-2.0
Exocytosis inh,-4.3,27.7,-2.2,4.0,4.4
N-glyco inh,-5.9,-21.9,-0.3,3.0,0.2
CaV13 FRET inh,-5.5,-6.4,-4.9,-6.0,-4.5
H9c2 protect,-8.6,-18.3,-2.5,-5.0,-5.1
ABCB6 inh 2,98.0,99.0,99.0,100.0,95.0
MC4R antagonist,-1.8,42.8*,5.6,1.8,-12.4

41. CC(=O)NCC1CCCN(Cc2cn(-c3ccccc3F)nc2-c2cc(C)sc2C)C1 (stereo unspecified)
42. CCCCCCCCCCCCCCCC[N+](C)(C)CCl
43. COC(=O)CCN(C(=O)c1ccc([N+](=O)[O-])cc1)c1ccccn1
44. CC(=O)Nc1ccc(NS(=O)(=O)c2ccc(Cl)s2)cc1

assay / entry,41,42,43,44
MC4R barr agon,-1.1,5.5,1.2,-4.7
HTR2A ag,2.0,-4.9,1.1,4.4
PDI inh,7.8,12.4,-2.0,6.1
ABHD5 PLIN5 PPI,3.0,6.5,-3.9,5.8
Exocytosis inh,-0.5,-3.3,-2.1,-2.5
N-glyco inh,0.9,-7.3,0.2,-1.1
CaV13 FRET inh,-2.8,-6.1,-4.6,-1.3
H9c2 protect,-2.9,-19.8,5.5,-4.2
ABCB6 inh 2,96.0,96.0,105.0,102.0
MC4R antagonist,11.8,16.0,13.5,3.8
